# GPR35 antagonists – inhibition of zaprinast-stimulated GPR35 beta-arrestin translocation – imaging, U2OS, beta-arrestin-GFP, zaprinast agonist, primary screen (AID 2058); U2OS GPR35 beta-arrestin-GFP translocation imaging, zaprinast antagonism; higher % means a stronger effect; inhibition, % at 10 µM; hits with a dose series show IC50 in µM; 0.052% of 290,000 active;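 active means inhibition of at least 50% with at least 30 cells and total cytoplasm GFP at most 10,000,000; inconclusive means under 30 cells or total GFP of 10,000,000 plus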
# Dengue-2 NS5 capping – Dengue-2 NS5 methyltransferase inhibitors, primary screen, biochemical, confirmation dose response (AID 588689); Dengue-2 NS5 methyltransferase capping enzyme assay, biochemical; higher % means a stronger effect; inhibition, % at 25 µM, or IC50 in µM where a hit was titrated; 0.3% of 340,000 active; in the data active means a potency from the dose series; inconclusive means inhibition above about 29% without an active follow-up result
# Large T inhibition – TAg ATPase/helicase activity blockers – biochemical (AID 1903); SV40 large T antigen ATPase/helicase inhibition assay; higher % means a stronger effect; one-dose inhibition, % at 20 µM; IC50 in µM for titrated hits; 0.39% of 310,000 active; in the data active means a potency from the dose series; inconclusive means inhibition mostly from about 32% at the one dose, without a potency; inactive means the rest, 99 in 100 with inhibition below about 32%; further: strong numbers were not always called active
# GPR55 antagonists – inhibition of LPI-stimulated GPR55 beta-arrestin translocation – imaging, U2OS, beta-arrestin-GFP, LPI agonist, primary screen (AID 2013); U2OS GPR55 beta-arrestin-GFP translocation imaging, LPI antagonism; higher % means a stronger effect; inhibition, % at 10 µM; hits with a dose series show IC50 in µM; 0.13% of 290,000 active;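 active means spots per cell inhibited over 60%, with over 100 cells counted and total cytoplasm intensity under 500,000; inconclusive means wells with under 100 cells, flagged as likely toxic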;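 further: U2OS cells stably carrying GPR55 and arrestin-GFP stimulated by 5 µM LPI near EC80; imaged beta-arrestin-GFP aggregate spots per cell after agonist stimulation; plate controls were LPI-stimulated DMSO wells for no effect and DMSO wells without LPI for full effect; some results filed as inactive read as strong as hits; confirmed hits need IC50 under 10 µM and bright autofluorescent wells are also inconclusive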
# PhoP inhibition – PhoP-dependent GFP reporter repression – Salmonella Typhimurium, primary screen (AID 1863). 0.16% of 300,000 active. inhibition, % at 50 µM, or IC50 in µM where a hit was titrated. S. Typhimurium PhoP-regulated promoter GFP reporter, 4 h; higher % means a stronger effect;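 active means inhibition over 29.93%, a cutoff 3 SD above the screen mean, later confirmed by dose response; inconclusive means inhibition over 29.93% but no dose response follow-up; inactive means inhibition at most 29.93% or unconfirmed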;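 further: 0% = low Mg2+ inducing control and 100% = high Mg2+ repressing control; strong numbers were not always called active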
# RSV antiviral HEp-2 – inhibition of RSV-induced cytopathic effect – HEp-2 cells, primary 10 µM value included (AID 2391) | HEp-2 cells, RSV-induced CPE inhibition; higher % means a stronger effect | one-dose CPE inhibition, % at 10 µM; IC50 in µM for titrated hits | 0.13% of 310,000 active; in the data active means a potency from the dose series; inconclusive means CPE inhibition mostly from about 23% at the one dose, without a potency; inactive means the rest, 99 in 100 with CPE inhibition below about 21%; further: strong numbers were not always called active
# MgcRacGAP inhibition – MgcRacGAP GTPase-activating activity inhibitors, confirmation, biochemical, ADP Hunter fluorescence | one-dose inhibition, % at 30 µM; IC50 in µM for titrated hits | 0.6% of 340,000 active | MgcRacGAP-stimulated Rac1 GTP hydrolysis, ADP Hunter fluorescence; higher % means a stronger effect; GST-tagged Rac1 F28L mutant substrate;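 active means first-screen hits whose inhibition reached a set limit at any dose in the follow-up dose series; inconclusive means inhibition above the set first-screen limit but never retested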;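 further: fluorescence reports GDP produced by GAP-driven GTP hydrolysis; strong numbers were not always called active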
# K1F lysis inhibition – protection from phage-mediated lysis, alamar blue read-out – E. coli UTI89, K1F phage, bacterial capsule biogenesis inhibitors (AID 488966); E. coli UTI89 K1F phage lysis, alamar blue, 2 h; higher % means a stronger effect; inhibition, % at 100 µM, or IC50 in µM where a hit was titrated; 0.02% of 340,000 active;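 active means phage lysis inhibition, versus mean bacterial control, above a set limit; inconclusive means no clear call, values can overlap the other calls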;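 further: capsule biogenesis inhibitors block K1F phage lysis so surviving cells raise fluorescence; higher fluorescence means more inhibition of phage lysis; actives were called in the ten point dose series up to 300 µM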
# HIV fusion peptide – cell-free HIV fusion peptide-binding blockers – biochemical, uHTS, fluorescence dequenching, primary screen (AID 1986) | cell-free peptide binding, fluorescence dequenching, 30 min; higher % means a stronger effect | 0.3% of 290,000 active | inhibition, % at 20 µM; hits with a dose series show IC50 in µM; in the data active means inhibition mostly above about 52%, no sharp cut-off; inactive means mostly below about 76%; further: some results filed as inactive read as strong as hits
# Dengue-2 NS5 capping pilot replicate – further read-out of Dengue-2 NS5 capping, marked with its call; inhibition, %; measured here: pilot screen replicate inhibition
# * marks the source's active call; other numbers are inactive results; ? = inconclusive; . = not tested or not shown; [ ] = another dose, or the depositor's remark.
SMILES,GPR35 antagonists,Dengue-2 NS5 capping,Large T inhibition,GPR55 antagonists,PhoP inhibition,RSV antiviral HEp-2,MgcRacGAP inhibition,K1F lysis inhibition,HIV fusion peptide,others
CCOC(=O)c1nn(-c2ccccc2Cl)c(=O)cc1OCC(=O)Nc1cccc(OC)c1,.,0%,8%,.,-3%,-0.7%,8%,1.0%[50 µM],.,
O=C(CSc1ncnc2nc[nH]c12)c1ccc2ccccc2c1,7%,-7%,5%,7%,-5%,3.3%,12%,0.2%,-1.3%,
COCCOC(=O)c1c(C)oc2ccc(OC(=O)c3ccco3)cc12,-3%,-14%,7%,-7%,11%,16%,4%,0.0%,-1.0%,
Cc1ccc(C(=O)OCC(=O)Nc2ncc(Cl)cc2Cl)cc1NC(=O)c1ccco1,13%,-4%,-2%,2%,8%,1.5%,14%,1.9%,0.8%,
CC1(C)C2CCC(C2)C1(C)NC(=O)CN1CCOCC1 (configuration not stated),1%,-6%,4%,6%,0%,1.6%,14%,5.4%,-4.9%,
O=C(CCNC(=O)c1ccc(Br)cc1)NCc1ccncc1,.,-6%,8%,.,-8%,-0.6%,-17%,1.2%[50 µM],.,
COc1cccc(C2Nc3ccccc3C(=O)N2c2ccc(F)cc2)c1O (configuration not stated),-4%,-3%,10%,1%,1%,3.0%,9%,0.1%,-1.5%,
CCC1(c2ccccc2)NC(=O)N(CC(=O)Nc2ccccc2C(=O)NC2CCCC2)C1=O (configuration not stated),.,-10%,0%,.,-2%,-1.5%,10%,0.6%[50 µM],.,
COc1cc(OC)cc(C(=O)Nn2cc(C(=O)N3CCN(C)CC3)c3ccccc3c2=O)c1,3%,-9%,2%,29%,-5%,0.4%,4%,1.2%,1.0%,
CCCOP(=O)(OCCC)c1nc(-c2ccccc2)oc1NCc1ccccc1,17%,5%,9%,3%,0%,5.3%,-20%,0.0%,-1.4%,
O=C(c1cccc(C(F)(F)F)c1)N1CCOc2ccccc21,4%,7%,-4%,15%,1%,0.8%,2%,-0.1%,-1.2%,
CCOC(=O)CSc1nc(C(C)C)nc2ccccc12,-8%,5%,1%,2%,6%,1.9%,0%,-0.3%,-2.5%,
CCOc1cccc(OCCOCCn2cnc3ccccc3c2=O)c1,1%,-4%,5%,0%,10%,2.5%,2%,2.4%,0.8%,
CCOC(=O)C(NCc1ccccc1)(NC(=O)c1ccccc1)C(F)(F)F (configuration not stated),9%,-7%,9%,0%,-1%,2.4%,9%,1.3%,1.9%,
O=C(Nc1nnc(-c2ccccc2)s1)c1cccc(S(=O)(=O)N2CCOCC2)c1,-16%,-9%,24%,14%,9%,1.8%,6%,0.4%,5.0%,
C/C(=N\NC(=O)c1ccc(Br)cc1)c1cccnc1,2%,2%,9%,3%,2%,1.6%,10%,1.2%[50 µM],0.6%,
O=C(CCCN1C(=O)c2cccc3cccc(c23)C1=O)N1CCN(c2ccccn2)CC1,-6%,-5%,6%,9%,20%,-0.3%,9%,2.7%,-1.9%,
COc1ccc(S(=O)(=O)N2CCN(c3ncccn3)CC2)cc1,.,-3%,5%,.,.,1.9%,-2%,-1.5%,.,
CC(=O)c1cc(C#N)c(SCC(=O)OC(C)(C)C)nc1C,-5%,-6%,3%,3%,-8%,5.6%,2%,-0.4%[50 µM],-2.2%,
COC(=O)C(C)n1nc(C)n(-c2ccc(C)cc2)c1=O (configuration not stated),1%,1%,9%,4%,13%,2.7%,6%,0.8%,-2.0%,Dengue-2 NS5 capping pilot replicate=5.8
COC(=O)/C(=C/c1cccc([N+](=O)[O-])c1)NC(=O)c1ccc(OC)cc1,6%,-5%,4%,3%,19%,0.5%,8%,4.3%,0.2%,
COC(=O)c1cc(=O)nc2sc3cc(OC)ccc3n12,9%,-4%,8%,1%,-1%,1.9%,13%,-0.1%,-2.0%,
CCN(CC(=O)NC1CCCCCC1)S(=O)(=O)c1ccccc1,4%,-3%,23%,14%,-7%,-1.4%,9%,0.0%,1.3%,
Cn1c(=O)c2c(nc(NN=C3CCCCC3)n2C)n(C)c1=O,18%,1%,12%,-3%,-1%,1.7%,-5%,-0.8%,-2.9%,
CC(=O)C1=C(O)C(=O)N(C)C1c1ccccc1F (configuration not stated),-3%,6%,-3%,1%,-4%,-0.7%,13%,0.8%,2.3%,
CCCCN(C(=O)NCCCCCCNC(=O)N(CCCC)C1CCS(=O)(=O)C1)C1CCS(=O)(=O)C1 (configuration not stated),-7%,-3%,10%,15%,-9%,0.8%,-2%,-0.1%,-0.7%,
CCN(CC)c1ccc(S(=O)(=O)N2CCOCC2)cc1NC(=O)CSC(=S)N1CCCC1,27%,-5%,0%,0%,7%,2.6%,0%,-0.1%,-0.4%,
O=C(NNC(=O)c1ccccc1-n1cccc1)c1ccc(Cl)c(Cl)c1,-1%,2%,-22%,-4%,39%,0.0%,-3%,1.7%[50 µM],-2.6%,
CN(CCN1CCOCC1)C(=O)c1cc(COc2ccc(F)c(F)c2)on1,4%,-1%,7%,-7%,-7%,1.3%,3%,0.1%,2.3%,
COc1ccc(N2CC(C(=O)Nc3c4c(nn3-c3ccc(OC)cc3)CS(=O)(=O)C4)CC2=O)cc1 (configuration not stated),7%,-9%,6%,-7%,-3%,1.4%,1%,0.5%[50 µM],0.6%,
O=C(NNc1cc(N2CCCC2)nc(N2CCCC2)n1)c1ccc([N+](=O)[O-])cc1,0%,4%,5%,-9%,-2%,-1.9%,-3%,2.7%,-6.0%,
Cc1ccc(NC(=O)CSc2nc(O)c(Cc3ccccc3)c(=O)n2-c2ccccc2)cc1,13%,5%,5%,11%,-10%,1.6%,14%,-0.1%,1.1%,
CC(C)N(Cc1ccccc1)C(=O)CN1C(=O)NC(Cc2ccccc2)(c2ccccc2)C1=O (configuration not stated),-1%,-1%,20%,15%,0%,0.9%,3%,0.1%,1.8%,
COc1ccccc1-c1c(NC(=O)c2ccco2)n(C)c2ccccc2c1=O,12%,.,3%,12%,-5%,1.2%,.,.,1.1%,
COc1cccc(NC(=O)C2CCN(S(=O)(=O)c3ccc4c(c3)NC(=O)CO4)CC2)c1,3%,-4%,11%,18%,-10%,2.1%,12%,-0.3%,-0.6%,
COCCC(=O)NC1CCCc2c1cnn2-c1cccc(C)c1C (configuration not stated),3%,-2%,7%,13%,-7%,2.1%,10%,0.0%,-1.1%,Dengue-2 NS5 capping pilot replicate=2.4
Cn1c(=O)n(C)c2cc(C(=O)Nc3ccc4c(c3)OCO4)ccc21,0%,-2%,17%,8%,-6%,-1.8%,4%,1.2%,0.8%,
Cc1ccc(C)c(-n2c(SCC(=O)NCC3CCCO3)nnc2-c2ccoc2C)c1 (configuration not stated),-12%,2%,20%,-4%,-5%,13%,10%,-0.2%,-0.7%,
CC1CCCCN1CC(=O)Nc1ccc2c(c1)OCO2 (configuration not stated),.,-11%,.,.,.,-0.3%,31%,0.0%[50 µM],.,
CC(=O)NS(=O)(=O)c1ccc(NS(=O)(=O)c2ccccc2[N+](=O)[O-])cc1,17%,-5%,1%,-5%,-7%,-0.5%,-2%,2.1%[50 µM],-0.2%,
CCOc1ccccc1NC(=S)N1CCCCCC1,-5%,1%,11%,2%,-6%,0.9%,5%,-0.7%[50 µM],3.0%,
CCOC(=O)c1c(NC(=O)COC)sc(C)c1C,8%,-3%,4%,-8%,-7%,4.1%,7%,-0.2%,3.6%,
NC(=O)CCc1nc2cc(C(F)(F)F)ccc2n(Cc2ccccc2)c1=O,13%,-8%,8%,18%,9%,5.6%,5%,0.2%,1.5%,
COC(=O)CNC(=O)CNC(=O)Nc1ccccc1,5%,-2%,9%,-2%,-9%,3.0%,8%,0.7%,-0.1%,
COc1ccccc1N1CCN(C(=O)C(=O)c2c(C)n(C)c3ccccc23)CC1,-10%,-5%,9%,0%,-9%,3.8%,6%,-5.5%,-1.9%,
N/C(=N\OC(=O)C1CCCCC1)c1cccnc1,-14%,-5%,-2%,7%,-5%,-0.2%,7%,11%,-2.2%,
CCN1CCN(Cc2cc(=O)oc3ccc(Cl)cc23)CC1,-9%,-2%,2%,6%,-2%,0.9%,7%,0.2%,0.6%,
Cc1ccc(S(=O)(=O)NCCSc2nnnn2-c2cc(C)ccc2C)cc1,-11%,-2%,21%,2%,4%,7.2%,6%,2.3%,0.5%,
CC(C)OC(=O)CC(=O)CSc1nc2c(cc1C#N)CCCCC2,-6%,-8%,8%,6%,7%,1.3%,6%,-0.5%,0.8%,
CC12CCCCC1NS(=O)(=O)OC2 (configuration not stated),0%,-14%,19%,4%,-10%,-0.3%,5%,2.0%,0.6%,
Cn1c(=O)[nH]c(NC2CCCCC2)c(N=O)c1=O,3%,0%,8%,3%,-12%,2.2%,-6%,-3.5%,-1.8%,
CCOC(=O)c1ccc(NC(=O)c2cc(S(=O)(=O)N3CCOCC3)ccc2O)cc1,-4%,1%,4%,-1%,-2%,6.5%,7%,0.2%,12%,
CCOC(=O)N1CCN(C(=O)c2ccc(N(Cc3ccccc3)S(C)(=O)=O)cc2)CC1,9%,-3%,20%,1%,6%,0.5%,8%,0.3%,4.1%,
COc1cc(/C=C2\SC(=S)N(N3CCOCC3)C2=O)ccc1O,-4%,-10%,20%,10%,-4%,0.7%,1%,0.1%,-2.4%,
CCn1nc(C)cc1C(=O)N1CCCC(N(C)CCc2ccc(OC)c(OC)c2)C1 (configuration not stated),1%,2%,-3%,-24%,2%,0.0%,1%,0.1%,0.8%,
COc1ccc(NC2CCCN(C(=O)CCN3CCOCC3)C2)cc1 (configuration not stated),8%,-1%,?,-8%,4%,-1.1%,13%,0.5%,-2.2%,
Cc1ccc(C2=NN(CC(=O)NCc3ccco3)C(=O)CC2)cc1,-11%,2%,11%,29%,-8%,2.8%,-2%,2.0%,4.9%,

# A draw from above in order of molar mass, lowest first:
SMILES,GPR35 antagonists,Dengue-2 NS5 capping,Large T inhibition,GPR55 antagonists,PhoP inhibition,RSV antiviral HEp-2,MgcRacGAP inhibition,K1F lysis inhibition,HIV fusion peptide,others
COC(=O)c1cc(=O)nc2sc3cc(OC)ccc3n12,9%,-4%,8%,1%,-1%,1.9%,13%,-0.1%,-2.0%,
O=C(NNc1cc(N2CCCC2)nc(N2CCCC2)n1)c1ccc([N+](=O)[O-])cc1,0%,4%,5%,-9%,-2%,-1.9%,-3%,2.7%,-6.0%,
Cc1ccc(C(=O)OCC(=O)Nc2ncc(Cl)cc2Cl)cc1NC(=O)c1ccco1,13%,-4%,-2%,2%,8%,1.5%,14%,1.9%,0.8%,
